Screening results from PubChem BioAssay.
CatB mixtures = human cathepsin B inhibition by mixtures; P07858; Purified cathepsin B, AMC dipeptide fluorescence, compound mixtures; inhibition, %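 (ten-compound pools at 5 µM per compound and 50 µM total)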; 62,000 compounds, 0.06% hits; AID 488; in the data active = inhibition above about 22%, passing the limit was not always enough;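 note: 0% = enzyme without compound and 100% = no enzyme blank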
Cathepsin G inh = blocks human cathepsin G enzyme activity | P08311 | purified enzyme, AMC-tetrapeptide fluorescence, pooled mixtures | inhibition, % at 5 µM (by protocol) | 62,000 compounds, 0.2% hits | AID 581;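 active = inhibition above 20% in each of the two mixture wells holding the compound; inactive = inhibition of 20% or less in either well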;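 note: 0% = enzyme control without mixture and 100% = blank lacking enzyme; strong numbers were not always called active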
Target sequence (P08311 21-244 limits assumed): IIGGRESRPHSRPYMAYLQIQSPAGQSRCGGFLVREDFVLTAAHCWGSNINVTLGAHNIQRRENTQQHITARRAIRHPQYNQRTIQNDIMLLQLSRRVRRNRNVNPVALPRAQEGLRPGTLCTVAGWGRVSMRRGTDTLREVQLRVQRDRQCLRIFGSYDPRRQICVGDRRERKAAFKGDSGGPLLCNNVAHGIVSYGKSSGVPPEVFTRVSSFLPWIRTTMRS
AP ELISA ortho = orthogonal test for alternative complement pathway inhibitors; Human serum alternative complement pathway, LPS-coated ELISA, C3 deposition; tested in compound mixtures; inhibition, % at 5 µM; 62,000 compounds, 0.08% hits; AID 1235;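 active = inhibition above 30% in each of the two pooled mixtures holding the compound, so the lower value exceeds 30%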;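 note: 0% = serum in Mg-EGTA without compound and 100% = EDTA serum blank; some compounds past the cut are filed as inactive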
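Medium: diluted human serum in Mg2+-EGTA GVB++. Assay system: human serum complement alternative pathway, C3 deposition onto LPS. Also added: Plate-bound LPS. Technique: Anti-C3 ELISA, OD 450 nm. Measure: percent inhibition. Incubation: 1 h at 37 °C. Dosing: 5 µM each compound, pools of ten, 50 µM per pool.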
CatB inh = inhibitors of human cathepsin B. 63,000 compounds, 0.1% hits. purified cathepsin B, fluorogenic substrate, fluorescence. inhibition, %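 (tested at 10 µM)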; in the data active = inhibition above about 21%;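 note: 0% = enzyme with no compound and 100% = no enzyme blank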
FXIIa inh mix = blocks human factor XIIa in pooled compound mixtures; inhibition, % at 5 µM; 62,000 compounds, 0.2% hits; purified FXIIa, fluorogenic substrate;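 note: 0% = enzyme without compound and 100% = no enzyme blank; some results filed as inactive read as strong as hits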
C1s inh = blocks human complement C1s protease activity | AID 538 | purified C1s, fluorogenic AMC substrate, pooled mixtures | 62,000 compounds, 0.16% hits | mean inhibition % of two 10-compound mixtures (active compounds read high), % at 5 µM (by protocol);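 active = inhibition above 20% in each of the two 10-compound mixture wells holding the compound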;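 note: 0% = enzyme wells lacking compound mixture and 100% = no-enzyme blank wells; some compounds called inactive have numbers as strong as hits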
Target sequence (P09871 16-437 limits assumed): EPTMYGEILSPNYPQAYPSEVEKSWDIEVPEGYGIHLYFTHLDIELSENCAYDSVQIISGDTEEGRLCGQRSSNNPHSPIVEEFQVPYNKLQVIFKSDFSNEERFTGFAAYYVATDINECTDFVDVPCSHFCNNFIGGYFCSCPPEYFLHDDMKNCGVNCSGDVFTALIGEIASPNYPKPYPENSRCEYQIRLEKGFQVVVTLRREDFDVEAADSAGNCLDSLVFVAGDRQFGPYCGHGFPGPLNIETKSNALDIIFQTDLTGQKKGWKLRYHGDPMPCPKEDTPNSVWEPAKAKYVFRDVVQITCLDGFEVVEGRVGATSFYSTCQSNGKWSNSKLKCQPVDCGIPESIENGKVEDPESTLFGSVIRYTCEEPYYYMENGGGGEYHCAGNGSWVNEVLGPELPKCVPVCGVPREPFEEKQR
Target sequence (P09871 438-688 limits assumed): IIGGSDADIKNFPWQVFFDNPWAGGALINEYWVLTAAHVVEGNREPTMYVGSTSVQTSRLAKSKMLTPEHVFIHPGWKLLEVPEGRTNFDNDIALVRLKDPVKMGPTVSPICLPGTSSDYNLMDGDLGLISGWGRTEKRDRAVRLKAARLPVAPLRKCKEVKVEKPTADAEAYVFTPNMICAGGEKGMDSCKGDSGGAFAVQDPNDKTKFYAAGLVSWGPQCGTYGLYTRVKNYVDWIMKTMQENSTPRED
CatS block = human cathepsin S inhibition | P25774 | recombinant cathepsin S, AMC dipeptide fluorescence, pooled mixtures | inhibition, %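 (tested at 5 µM per compound within 10-compound mixtures)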 | 62,000 compounds, 0.06% hits | AID 501; in the data active = inhibition above about 32%, passing the limit was not always enough;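 note: 0% = enzyme without compound and 100% = blank without enzyme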
FXIa mix inh = blocks human factor XIa in pooled compound mixtures; P03951; 62,000 compounds, 0.19% hits; purified FXIa, fluorogenic substrate; inhibition, % at 5 µM; AID 680;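 note: each value is inhibition by a whole ten-compound pool holding the compound; 0% = enzyme with no mixture and 100% = wells lacking enzyme; strong numbers were not always called active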
CatL inh = blocks human cathepsin L protease activity; P07711; purified cathepsin L, fluorogenic substrate, fluorescence; inhibition, %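 (tested at 10 µM)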; 58,000 compounds, 0.17% hits; AID 460; in the data active = inhibition above about 45%;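 note: 0% = enzyme with no compound and 100% = no enzyme blank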
Numbers without * were called inactive; / = not tested or not shown. Cut-off read from the data, not from the text of the source, unless noted: active = inhibition above about 20% (passing the limit was not always enough); inactive = the rest. An excerpt (hit frequency here may not be typical).

No.	CatB mixtures	Cathepsin G inh	AP ELISA ortho	CatB inh	FXIIa inh mix	C1s inh	CatS block	FXIa mix inh	CatL inh	SMILES
1	7	0	8	2	5	-25	0	4	0	COc1ccc(S(=O)(=O)N(CC(=O)Nc2cc(C)on2)Cc2ccccc2)cc1
2	5	9	17	0	-14	8	0	-2	/	Cc1ccc(Cl)cc1N1CCN(C(=O)C2CCC(=O)N2C(C)C)CC1 (centres undefined)
3	3	10	0	-2	0	-3	16	9	1	CCOC(=O)C1(C(=O)OCC)C(c2ccccc2)CC(O)N1C(C)=O (centres undefined)
4	-1	9	18	4	1	10	0	11	3	COc1cc2c(cc1OC)C(c1cccs1)NCC2 (centres undefined)
5	1	-4	3	2	19	-5	-3	1	5	O=C(CC12CC3CC(CC(C3)C1)C2)N1CCCOC1
6	-1	1	-2	0	12	6	6	6	9	CC(=O)C1=C(O)C=C(c2ccco2)CC1c1ccco1 (centres undefined)
7	5	8	24	4	9	0	-3	2	-11	COc1ccc(-c2cc(=O)n(-c3nc4ccccc4[nH]3)[nH]2)cc1
8	-3	2	-10	2	8	-41	17	6	22	COc1ccc(C(=O)OC(C)CN2CCN(C)CC2)cc1OC (centres undefined)
9	3	-3	-1	0	2	2	8	8	2	CCCn1c(=N)n(CC(O)c2ccco2)c2ccccc21 (centres undefined)
10	21	17	4	0	4	-21	11	15	6	CCCCn1cnc2c(cnn2-c2ccc(Cl)cc2)c1=O
11	0	-3	9	1	4	0	4	4	0	CC(=O)C(C(C)=O)C(NC(=O)c1cccnc1)(C(F)(F)F)C(F)(F)F
12	-5	3	-7	-3	4	-4	11	-2	-45	CC(C)Oc1ccc2c3c(c(=O)oc2c1)CCC3
13	3	-3	13	-5	3	-21	-3	0	-3	O=C(c1ccccc1)N1CCN(CC#Cc2ccccc2)CC1
14	3	8	17	5	-11	8	0	3	18	Cc1ccccc1CN1CCN(CC(=O)NCCCN2CCN(c3ccc(F)cc3)CC2)C1=O
15	0	3	11	7	11	-22	-4	4	104*	CCOC(=O)c1sc(=S)n(-c2cc(F)ccc2F)c1N
16	7	2	-1	1	2	-2	16	7	-10	N#Cc1ccccc1OCC(=O)Nc1c(C(=O)C2CC2)oc2ccccc12
17	-8	11	11	0	5	6	-5	-1	-3	Cn1c(=O)n(CC(=O)OCc2ccccc2)c(=O)c2c1nc1n2CCCN1C1CCCCC1
18	5	24	9	-3	-2	4	-4	12	/	CCc1nc(SCC(=O)N2CCCC2)c2ccccc2n1
19	-5	-10	2	-3	4	-115	-13	14	-2	COc1ccc(OC)c(N=Cc2c(O)[nH]c3ccccc23)c1
20	2	10	2	4	10	3	4	2	4	O=C(Nc1cccc(C(F)(F)F)c1)C1CCCN1S(=O)(=O)c1cccc2cccnc12 (centres undefined)
21	2	4	16	-1	-19	-13	-8	-2	/	COc1ccc(CN2CCNC(=O)C2CC(=O)O)c(OC)c1 (centres undefined)
22	2	8	1	4	-14	17	-4	5	-1	COc1cc2c(cc1NC(=O)CCCN1C(=O)CCC1=O)oc1ccccc12
23	1	3	10	0	3	7	-3	14	/	CC(C)CC(c1nnnn1C1CCCC1)N1CCN(c2ccccc2F)CC1 (centres undefined)
24	5	11	19	2	2	11	2	0	5	COC(=O)c1[nH]c2ccc(C)cc2c1NC(=O)CN1CCc2cc(OC)c(OC)cc2C1
25	5	0	15	-9	-4	-25	-6	11	-2	NS(=O)(=O)c1ccc(CCNC(=O)c2cncc(Br)c2)cc1
26	8	8	-2	6	6	16	17	8	10	Cc1sc2ncn3c(C)nnc3c2c1C
27	-18	3	3	-4	0	-170	-16	-5	28	CCOc1ccccc1NC(=O)CCCc1nc2ccccc2c(=O)[nH]1
28	0	-2	0	0	1	3	-4	0	/	Cc1nc2c(C(=O)NCc3ccc4c(c3)OCO4)c[nH]n2c(=O)c1Cl
29	45	9	11	2	6	9	36	5	0	Cc1ccc(-c2nn(C)c(=O)c3ccccc23)cc1CO
30	0	-6	8	-5	1	-50	-4	-7	1	C=CCn1c(N)c(C(=O)N2CCOCC2)sc1=S
31	-6	-6	-2	-7	-2	-36	2	3	-8	c1ccc(-c2nnc(Cn3c4ccccc4c4nc5ccccc5nc43)o2)cc1
32	2	-8	-1	6	0	-41	5	3	11	COc1ccccc1CN1CC(C(=O)NC2CCCCC2)CC1=O (centres undefined)
33	5	-10	1	9	2	-19	17	4	/	COc1cc(OC)cc(C(=O)NCC(=O)OC2CCOC2=O)c1 (centres undefined)
34	5	16	6	4	1	10	-4	12	-17	CC(C)OCCCN1C(=O)c2[nH]nc(-c3ccccc3O)c2C1c1cccc(Cl)c1 (centres undefined)
35	-2	-2	9	-3	-1	-11	0	-2	16	CCOc1ccc2c(c1)c1nnc(SCC3CCCO3)nc1n2C (centres undefined)
36	-1	2	11	-2	-2	0	13	5	-4	O=C(c1ccc2c3c(cccc13)CC2)N1CCN(c2ncccn2)CC1
37	-2	3	6	3	12	2	2	4	22	COc1ccccc1Nc1nc(N)nc(CSc2ncccn2)n1
38	3	9	18	1	0	-3	1	-1	6	CC(C)(C)OC(=O)N1CCNc2ccccc2C1
39	3	15	2	1	5	15	13	12	20	CCS(=O)(=O)CCSc1nc2c(cc1C#N)CCCC2
40	-4	13	-6	5	2	9	5	-2	1	COc1ccc(C2C(=O)N(C3CCCCCC3)CC(=O)N2Cc2ccccc2)cc1OC (centres undefined)
41	0	6	6	2	-15	-36	8	1	21	COc1ccc(CCC(=O)Nc2ccc(Br)cn2)cc1
42	5	9	10	0	-23	-2	4	6	-12	CC(C)C1Cc2[nH]c(=O)c(C(=O)O)cc2CO1 (centres undefined)
43	3	5	2	0	2	-2	0	-6	-11	c1csc(-c2nnc(-c3ccc(N4CCOCC4)cc3)o2)c1
44	-5	12	8	/	5	7	13	10	1	CC(=Nc1ccccc1)Nc1ccccc1
45	2	-12	-17	0	-9	-12	1	6	-1	CCC(=O)c1cc2c(cc1NC(=O)c1ccc(C)cc1)OCCO2
46	-1	2	3	1	-2	-7	22	6	-2	COc1ccc(C(=O)Nc2nc3nc(-c4ccccc4)cc(=O)n3[nH]2)cc1
47	1	-3	-7	2	10	-15	7	1	1	CCC1C(=O)N=C(SCC(=O)Nc2cccc3ccccc23)NC1=O (centres undefined)
48	3	10	36*	1	5	14	-6	3	0	O=C(Cn1c(CN2CCCCC2)nc2ccccc2c1=O)Nc1ccccc1
49	4	-3	7	14	17	-19	8	-4	/	Cc1cc(NC(=O)c2cn(C3CCCCC3)c(=O)c3c2c2ccccc2n3C)no1
50	3	11	4	0	2	16	-7	7	-2	CCN(C(=O)COC(=O)c1cccnc1SC)C1CCS(=O)(=O)C1 (centres undefined)
51	-4	-1	3	0	-13	-5	6	7	1	CCC(=O)Nc1ccc(NC(=O)c2cc3ccccc3o2)cc1
52	3	-3	10	5	5	-6	-6	1	-10	COc1cc(C)nc(SCC(N)=O)n1
53	-6	-23	-4	1	15	-65	-16	-26	-2	O=C(O)Cn1cc(C(=O)c2cccs2)c2ccccc21
54	-6	-9	21	3	1	-65	-20	-10	/	CCOc1ccc(C(=O)CCN2CCCCC2)cc1
55	6	-17	-9	7	8	-43	6	-3	/	COc1cc2cc(CN(CCCO)S(=O)(=O)c3ccccc3Cl)c(=O)[nH]c2cc1OC
56	-5	1	0	-3	5	1	-4	10	5	CCOC(=O)C1CCN(Cc2ccc(F)cc2)CC1
57	-2	-1	8	3	0	-68	-4	-5	9	Cc1ccc(S(=O)(=O)N2CCC(C(=O)N3Cc4ccccc4C3)CC2)cc1
58	2	9	15	0	10	7	-15	8	1	COc1ccc(-c2cn3c4c(sc3n2)CCCC4)cc1
59	0	-3	5	2	7	-2	-9	-1	-3	c1ccc(Cn2ncc3ccccc32)cc1
60	3	-2	11	-6	-5	1	-3	5	-2	O=C(Cc1nn[nH]n1)NCc1ccccc1Cl

Other structures follow.
No.	CatB mixtures	Cathepsin G inh	AP ELISA ortho	CatB inh	FXIIa inh mix	C1s inh	CatS block	FXIa mix inh	CatL inh	SMILES
61	-2	2	7	0	4	-2	-9	5	11	CSCC[C@H](NC(=O)NCc1ccc(F)cc1)C(=O)O
62	1	-2	10	-1	2	3	0	11	-7	Cc1cc(C)n(Cc2ccccc2F)c(=O)c1C#N
63	1	10	12	2	9	14	4	5	20	Cc1ccc(C2CC(c3cccc(Br)c3)n3nc(N)nc3N2)cc1 (centres undefined)
64	-4	9	7	-1	5	-6	3	19	16	COc1ccc(C(=O)n2c(-c3ccco3)nc3ccccc32)cc1
65	2	6	19	/	7	12	-5	3	-6	CC(C)(C)c1cc(CN2CCN(CCO)CC2)cc(C(C)(C)C)c1O
66	6	10	11	1	7	9	6	6	8	O=C1CS/C(=N\C(=O)N2c3ccccc3Sc3ccccc32)N1
67	5	10	13	2	-18	2	12	-3	25	O=C(O)CSc1ncn[nH]1
68	6	-1	19	0	-14	4	7	0	-1	CCOC(=O)N1CCN(Cc2nc3c(c(=O)n(C)c(=O)n3C)n2CCC(C)C)CC1
69	8	1	6	-2	2	3	11	10	0	C=CCn1c(SCc2ccc(C#N)cc2)nnc1-c1cccc(Cl)c1
70	-4	8	22	4	9	4	-4	1	/	CSc1nc2ccc(S(=O)(=O)N3CCc4ccccc43)cc2s1
71	2	0	4	-1	-21	-27	-2	7	-1	O=C(O)CSc1nnc(-c2cc3ccccc3o2)n1-c1ccccc1
72	-1	3	-4	-4	-19	4	5	6	/	COc1ccc(S(=O)(=O)Cc2ccc(C(=O)NCc3ccc(F)cc3)o2)cc1
73	-1	-1	5	2	-19	3	-1	4	/	O=C(CSc1nnc(-c2ccccc2)o1)Nc1ccccc1F
74	2	-6	19	0	-1	-5	-15	0	2	COCCn1c(SCc2nnc(-c3ccccc3)o2)nc2sc3c(c2c1=O)CCC3
